# MITF TRPM1 HTS: activators of MITF-driven TRPM1 promoter reporter, primary screen, cell-based, SK-MEL-5, luciferase, single point; SK-MEL-5 TRPM1-promoter luciferase, 24 h; % of positive control, neutral wells = 0; activation, % at 12.5 µM; 0.75% of 300,000 active; AID 588334, 2011;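 active = mean activation of at least 80% with every replicate also reaching 80%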;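 note: 0% = neutral control wells and 100% = parthenolide positive control wells; values of inactives mirror those of a sister screen read the other way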
# SR-BI DiI-HDL act: activators of SR-BI mediated DiI-HDL uptake, primary screen, ldlA[mSR-BI] CHO cells, DiI fluorescence. 3 h; 100 = double the neutral-control signal. activation, % at 12.5 µM. 0.096% of 320,000 active. AID 504775, 2011;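 active = mean replicate activation of at least 60% and every replicate at or above 60%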;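 note: 0% = median plate neutral-control signal and 100% = twice that signal; values of inactives mirror those of a sister screen read the other way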
#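 System: LDL receptor-deficient CHO ldlA cells overexpressing murine SR-BI | Timing: 3 h uptake period with compound, 37 °C | Medium: HEPES-buffered (25 mM, pH 7.4) F12 plus 0.5% BSA | Dosing: Single-point compound dose | Signal: Bottom-read fluorescence, 550/595 nm | Read-out: Retained DiI signal reflecting DiI-HDL uptake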
# CDK5 p35 inh: inhibitors of human CDK5/p35 kinase, primary screen, biochemical, single concentration; Cyclin-dependent kinase 5 (Homo sapiens) + Cyclin-dependent kinase 5 activator 1 (Homo …; Recombinant CDK5/p35, ADP-Glo luminescence, 60 min; inhibition, % at 10 µM; 0.01% of 330,000 active;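 active = highest replicate inhibition of at least 50% and at least 75% of replicates reaching 50%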;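 note: plate controls were DMSO neutral control for no effect and GW8510 at 10 µM for full effect; many of its hits are not listed in these tables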
# SR-BI HDL uptake: inhibitors of SR-BI mediated HDL lipid uptake, primary screen, ldlA[mSR-BI] cells, fluorescence, single point. Scavenger receptor class B member 1 (Mus musculus), Q61009. ldlA[mSR-BI] CHO cells, DiI-HDL uptake fluorescence, 3 h. inhibition, % at 12.5 µM. 0.96% of 320,000 active. AID 488896, 2010;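 active = mean replicate inhibition of at least 70% and a set share of replicates each scoring 70 or more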;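 note: 0% = median of neutral control wells and 100% = median of positive control wells; values of inactives mirror those of a sister screen read the other way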
# Target sequence (Q61009 whole entry, looked up): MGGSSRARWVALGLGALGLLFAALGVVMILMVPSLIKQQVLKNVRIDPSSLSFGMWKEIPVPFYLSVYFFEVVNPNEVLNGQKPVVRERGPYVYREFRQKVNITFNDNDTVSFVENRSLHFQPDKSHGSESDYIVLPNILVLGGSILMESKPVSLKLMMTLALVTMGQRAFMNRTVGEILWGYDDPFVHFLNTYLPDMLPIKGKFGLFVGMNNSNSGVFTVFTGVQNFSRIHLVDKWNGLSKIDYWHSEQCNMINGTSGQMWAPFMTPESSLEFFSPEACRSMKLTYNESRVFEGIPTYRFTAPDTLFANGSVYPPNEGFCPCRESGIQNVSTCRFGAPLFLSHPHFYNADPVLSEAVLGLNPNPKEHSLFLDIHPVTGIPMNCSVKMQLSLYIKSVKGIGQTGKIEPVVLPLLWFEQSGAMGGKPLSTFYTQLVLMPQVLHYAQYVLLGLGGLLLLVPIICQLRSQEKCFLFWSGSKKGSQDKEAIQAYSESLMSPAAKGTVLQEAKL
# Rtt109 HAT inh: inhibitors of C. albicans Rtt109/Vps75 HAT, primary screen, biochemical, ThioGlo CoA-SH fluorescence, plate reader | AID 540336, 2011 | purified Rtt109/Vps75, 4 h | inhibition, % at 34.9 µM | 0.16% of 330,000 active;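 active = inhibition of at least 50% in every replicate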
# dFosB act: activators of delta FosB homodimer, primary screen, biochemical, fluorescence polarization, TAMRA-CDK5 oligo, single point. AID 493131, 2011. Protein FosB (Mus musculus), P13346. purified delta FosB; percent of positive-control signal above neutral wells. 0.99% of 340,000 active. activation, % at 25 µM;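 active = mean activation above about 17%, with every replicate also reaching it, limit read from the data, passing the limit was not always enough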;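 note: fluorescence polarization rise as delta FosB binds a TAMRA Cdk5 AP-1 oligo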
# Target sequence (P13346 whole entry, looked up): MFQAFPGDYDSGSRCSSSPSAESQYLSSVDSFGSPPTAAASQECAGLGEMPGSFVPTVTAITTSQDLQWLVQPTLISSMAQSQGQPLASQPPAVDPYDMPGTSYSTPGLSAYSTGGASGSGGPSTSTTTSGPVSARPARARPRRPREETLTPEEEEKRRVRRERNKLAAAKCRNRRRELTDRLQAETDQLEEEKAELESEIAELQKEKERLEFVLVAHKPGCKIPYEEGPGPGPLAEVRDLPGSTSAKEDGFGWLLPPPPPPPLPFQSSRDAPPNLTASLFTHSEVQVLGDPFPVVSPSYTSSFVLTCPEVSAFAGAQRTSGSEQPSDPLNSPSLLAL
# PvdQ inh: P. aeruginosa PvdQ acylase inhibitors, primary screen, biochemical, fluorescence, plate reader and imaging, single point. purified PvdQ acylase. 0.063% of 340,000 active. PvdQ acylase [Pseudomonas aeruginosa LESB58]. inhibition, % at 10 µM; in the data active = inhibition above about 30%, passing the limit was not always enough;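 note: 0% = vehicle neutral wells and 100% = reference inhibitor wells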
# Wnt act: Wnt/beta-catenin pathway activators, primary screen, cell-based, plate reader, single point; activation, % at 9.35 µM; Wnt/beta-catenin reporter cell assay, activator; AID 743398, 2014; 1.2% of 300,000 active; in the data active = activation above about 30%, passing the limit was not always enough;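 note: 0% = neutral control wells and 100% = positive control wells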
# HTR5A ag ctr: HTR5A agonists in luminescence cell assay, primary screen, counter-screen for OPRM1-OPRD1 heterodimer agonist project, full-deck HTS; cell-based; activation, % at 9.3 µM; 0.61% of 340,000 active; in the data active = activation mostly above about 9.5%, no sharp cut-off; inactive = mostly below about 7.6%;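 note: 0% = cells with vehicle only and 100% = reference agonist; strong numbers were not always called active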
# cardiac RTF act: cardiac RTF calcium sensitivity activators, primary screen, biochemical, IANBD-TnC fluorescence, EC20 calcium; Troponin I, cardiac muscle (Homo sapiens) + Troponin T, cardiac muscle (Homo sapiens) + …; IANBD-labeled TnC RTF fluorescence at EC20 calcium; 0% EC20 calcium, 100% full calcium; activation, % at 7.2 µM; 0.24% of 340,000 active; AID 493008, 2010;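 active = activation above the mean over all tested compounds plus 3 SD, cut at about 30% in these data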;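 note: rise in fluorescence read as greater calcium sensitivity of cardiac thin filaments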
# * hit, by the source's call; · = no result given.
SMILES,MITF TRPM1 HTS,SR-BI DiI-HDL act,CDK5 p35 inh,SR-BI HDL uptake,Rtt109 HAT inh,dFosB act,PvdQ inh,Wnt act,HTR5A ag ctr,cardiac RTF act
COc1ccccc1CCNS(=O)(=O)CCNC(=O)c1ccc2c(c1)OCO2,4,37,-3.7,-36,-5,-7,-5,0,0,5
C=CCc1ccccc1OCC(O)CN1C(=O)c2ccccc2C1=O (configuration not stated),·,8,-4.7,-8,1,-6,-1,0,-4,3
COCCN1C(=O)c2ccccc2C(C(=O)N2CCN(c3ccccn3)CC2)C1c1ccc(F)cc1 (configuration not stated),7,24,-2.5,-24,-6,-6,0,·,5,-3
CC1(C)C2CCC1(C)C(OC(=O)c1ccccc1C(=O)O)C2 (configuration not stated),-6,3,2.3,-3,-10,6,-20,1,2,0
Cc1cc(C(=O)NCCCN2CCCC2=O)no1,1,10,-0.8,-10,-3,-7,-5,·,5,3
COC(=O)c1ccccc1C(=O)N1CCCC(C(=O)c2cc(F)ccc2F)C1 (configuration not stated),1,7,-0.1,-7,-1,-5,-17,-1,3,0
COc1cccc(NC(=O)N(CCCN2CCOCC2)C(C)c2cc3ccccc3o2)c1 (configuration not stated),4,-10,-0.2,10,5,-3,-7,-3,-1,-7
CC1CCN(CCCN2C(=O)C3C(C(=O)Nc4cccc(Cl)c4)C4C=CC3(O4)C2C(=O)NC2CCCCC2)CC1 (configuration not stated),6,·,-0.7,·,3,-5,-20,-2,-4,5
CCC(CC)C(=O)Nc1cccc(/C(C)=N/NC(=O)c2c(Br)cnn2C)c1,7,-28,-1.4,28,-2,-8,-15,-1,0,7
COc1cc(/C=N/NC(N)=O)cc([N+](=O)[O-])c1O,3,13,-0.3,-13,·,-4,10,0,-1,-3
CCOC(=O)[C@@H](CCc1ccccc1)N[C@H](C)C(=O)N1[C@H](C(=O)O)C[C@@H]2CCC[C@@H]21,-4,9,-0.4,-9,-2,6,-6,0,0,2
C/C(CCc1oc2ccc(Br)cc2c1-c1ccc(C)o1)=N/O,-7,-37,-0.9,37,-8,-5,-22,·,2,1
O=C(O)c1ccccc1-c1ncc(-c2ccccc2)o1,2,13,-0.4,-13,-11,1,-14,4,3,3
CCc1nnc(N/N=C/c2c(F)cccc2Cl)n1N,·,·,-0.2,·,8,2,-5,-1,-1,1
CNC(=S)N/N=C/c1ccc(-c2ccc(Cl)c([N+](=O)[O-])c2)o1,-2,-54,1.2,54,0,-5,0,0,·,·

# Results in HTR5A ag ctr (2 entries from above):
canonical_smiles	HTR5A ag ctr
COc1ccccc1CCNS(=O)(=O)CCNC(=O)c1ccc2c(c1)OCO2	0
C=CCc1ccccc1OCC(O)CN1C(=O)c2ccccc2C1=O (configuration not stated)	-4

# Random excerpt: 4 records from the list, in no set order.
SMILES,MITF TRPM1 HTS,SR-BI DiI-HDL act,CDK5 p35 inh,SR-BI HDL uptake,Rtt109 HAT inh,dFosB act,PvdQ inh,Wnt act,HTR5A ag ctr,cardiac RTF act
CCc1nnc(N/N=C/c2c(F)cccc2Cl)n1N,·,·,-0.2,·,8,2,-5,-1,-1,1
COc1cc(/C=N/NC(N)=O)cc([N+](=O)[O-])c1O,3,13,-0.3,-13,·,-4,10,0,-1,-3
COC(=O)c1ccccc1C(=O)N1CCCC(C(=O)c2cc(F)ccc2F)C1 (configuration not stated),1,7,-0.1,-7,-1,-5,-17,-1,3,0
CC1CCN(CCCN2C(=O)C3C(C(=O)Nc4cccc(Cl)c4)C4C=CC3(O4)C2C(=O)NC2CCCCC2)CC1 (configuration not stated),6,·,-0.7,·,3,-5,-20,-2,-4,5

# Next records.
SMILES,MITF TRPM1 HTS,SR-BI DiI-HDL act,CDK5 p35 inh,SR-BI HDL uptake,Rtt109 HAT inh,dFosB act,PvdQ inh,Wnt act,HTR5A ag ctr,cardiac RTF act
C/C(=N\Nc1ccccc1[N+](=O)[O-])c1ccccc1O,·,3,-0.2,-3,22,1,1,20,0,-1
Cc1nn(CCC(=O)NNC(=S)Nc2ccccc2)c(C)c1Br,-4,14,2.4,-14,-1,-1,4,-3,1,13
NC(N)=NS(=O)(=O)c1ccc(N/C=C\C(=O)c2ccncc2)cc1,2,17,-2.7,-17,3,-6,-7,-1,-2,7
COc1ccc(/C=C/C(=O)OCC(=O)Nc2ccc(Cl)c(S(=O)(=O)N(C)C)c2)cc1OC,6,-50,-0.8,50,8,-4,1,-1,-6,2
CN(C)CCNC(=O)c1ccc(CS(=O)(=O)c2ccc(Br)cc2)o1,-9,7,0.2,-7,8,2,-4,-3,2,2
Cc1ccc(-n2nc3c(=O)n(CC(=O)NCc4ccccn4)nc(C)c3c2C)cc1,-12,1,0.2,-1,-5,-15,-9,-1,1,-1
CCOC(=O)Cc1csc(NC(=O)CCCc2ccccc2)n1,·,-3,0.8,3,4,6,-16,-2,-4,7
COc1ccc(CCNC(=O)C2Cc3ccccc3C(=O)O2)cc1 (configuration not stated),2,13,-1.2,-13,-15,1,-7,-1,-3,-1
COc1cc(C(=O)NCCCN2CCCC2=O)cc(OC)c1OC,3,-3,0.8,3,9,1,-6,-3,2,-1
CCOC(=O)C1(C)NC(c2ccc(OC)c(OC)c2)C2C(=O)N(CC)C(=O)C21 (configuration not stated),-7,-3,0.0,3,-3,-3,-8,·,3,-8
Cc1cc(C)c2c(N)c(C(=O)N3CCc4ccccc4C3)sc2n1,13,-28,-1.2,28,3,-36,-3,-1,-4,1
COc1ccc(COCC(O)CN2CCOCC2)cc1OC (configuration not stated),-2,19,0.8,-19,-3,-2,-13,·,-1,3
Cc1ccc(-n2nc(-c3ccco3)cc2C(=O)NCc2cccnc2)cc1,·,-61,-2.8,61,-4,-8,-5,5,1,2
CC(C)CN1CCC(=O)N([C@H](CSc2ccc(Br)cc2)Cc2ccccc2)CC1,12,15,-0.2,-15,5,-12,-11,-3,-1,-4
Cc1nc2c(c(=O)n1CCC1=CCCCC1)c1nc3ccccc3nc1n2/N=C/c1ccccc1,·,23,-1.9,-23,-4,-36,2,·,-1,0
CN(CC(=O)NCc1ccco1)S(=O)(=O)c1ccc2c(c1)c(=O)n(C)c(=O)n2C,9,-20,-0.8,20,-6,3,-8,4,1,3
Cc1sc2nc(CN3CCCC3)nc(Cl)c2c1C,-10,35,-0.4,-35,11,-2,-3,-3,-4,-3
O=C(CSc1nc2ccccc2[nH]1)Nc1nc(-c2ccccc2)c(-c2ccccc2)o1,5,2,-1.0,-2,-7,-5,-13,1,-4,-3
COC(=O)c1ccc(CNC(=O)C(NC(=O)c2ccco2)C(C)C)cc1 (configuration not stated),8,-3,-0.6,3,2,-3,2,-3,0,-5
COc1cc(OC)cc(C(=O)NCC(=O)N2CC=C(c3ccccc3)CC2)c1,-37,-22,0.1,22,·,8,-14,-4,2,2
CC(NC(=O)c1ccc(F)cc1)C(c1cccs1)N1CCN(C)CC1 (configuration not stated),-5,7,-1.1,-7,-1,2,-11,-2,3,1
COc1ccccc1NC(=O)c1ccc(Br)c(S(=O)(=O)N2CCCC2)c1,-21,-21,1.0,21,·,-10,1,0,5,-7
O=C1N=C(N2C=CC(=C3C=CNC=C3)C=C2)/C(=C/N=NC(=O)c2ccccc2O)S1,0,-4,0.2,4,-1,-5,-5,-1,-1,11
COc1ccccc1CNC(=O)CN(C)CC(=O)Nc1cccc(F)c1,·,11,-1.5,-11,-1,-1,-8,-3,4,7
C=CCn1c(SCc2ccc(C(=O)Nc3nccs3)cc2)nnc1-c1ccc(C)c(Cl)c1,-17,-53,-0.3,53,-8,-7,-6,·,4,2
CC(OC(=O)CN1C(=O)C2CCCCC2C1=O)C(=O)Nc1ncc(Cl)cc1Cl (configuration not stated),7,8,-0.7,-8,3,-1,8,·,1,-4
CCOCCCNC(=O)C(c1ccc(C)cc1)N(Cc1ccc2c(c1)OCO2)C(=O)CNC(C)=O (configuration not stated),1,15,0.0,-15,13,-13,7,·,5,-3
CC1Cc2ccccc2N1CC(=O)c1c(N)n(Cc2ccccc2)c(=O)n(C)c1=O (configuration not stated),-7,0,0.6,0,-1,2,-12,-6,6,2
Cc1ccc(C(=O)COC(=O)[C@@H](NC(=O)c2ccco2)C(C)C)s1,6,9,-0.5,-9,9,-1,1,-4,3,3
CCOC(=O)N1CCN(C(=O)COC(=O)c2ccc(S(=O)(=O)N(CC)CC)cc2)CC1,-11,-17,0.1,17,-1,7,10,-2,0,-5
COc1ccc(-c2nc(NC(=O)CSc3nnc(C)s3)ns2)cc1,36,8,-1.6,-8,-2,1,9,0,2,-7
O=C(CN1C(=O)c2ccccc2S1(=O)=O)Nc1ccc([N+](=O)[O-])cc1,13,-9,-5.9,9,0,-6,-10,2,-1,-3
CCn1c(/C=C/c2ccc(O)cc2)nc2ccccc2c1=O,-3,-31,1.4,31,5,-1,3,4,1,2
COc1ccccc1NC(=O)C(=O)NCc1ccncc1,10,2,2.0,-2,·,0,8,-2,1,-1
CCC(C)N1C(=O)S/C(=C/c2ccc3c(c2)n(C)c(=O)n3C)C1=O (configuration not stated),28,-31,3.1,31,8,-8,11,29,4,5
Cc1ccccc1NC(=O)c1nn(C)c2c1CS(=O)(=O)c1ccccc1-2,-2,-53,-2.4,53,-36,-5,-6,-3,-4,2
COCCN(C(=O)C1CCCO1)c1c(N)n(CC(C)C)c(=O)[nH]c1=O (configuration not stated),-7,16,-1.2,-16,2,-6,-11,1,5,1
COc1ccc(-c2nc(N)ncc2-c2ccccc2)c(O)c1,4,-35,0.6,35,-2,6,2,0,0,-1
O=C(CSC(=S)N1CCCC1)Nc1ccc(Br)cc1Cl,7,15,1.3,-15,-4,-7,-6,3,-4,-6
CCC(C)N(C(=O)COc1ccc(Br)cc1C=O)C1CCS(=O)(=O)C1 (configuration not stated),2,17,0.3,-17,11,-8,7,-4,-2,-6
CC(=O)N(CCC(c1ccccc1)c1ccco1)Cc1cccs1 (configuration not stated),-1,45,0.3,-45,0,-8,-9,-7,-1,6

# Source: PubChem (several laboratories)
